# Screening data: PubChem BioAssay, The Scripps Research Institute Molecular Screening Center
# PREPL inhibitor: inhibits the human prolyl oligopeptidase-like enzyme | 0.68% of 320,000 active | Q4J6C6 | AID 2751 | inhibition, % at 5.96 µM | recombinant PREPL, fluorescence polarization activity-based probe; in the data active = inhibition above about 43%;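 note: 0% = enzyme with DMSO and 100% = wells lacking enzyme; many of its hits are not listed in these tables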
# LYPLA2 counter: LYPLA2 (human) inhibition in PME1 counter-screen; 0.38% of 320,000 active; O95372; recombinant LYPLA2, FP-Rh probe fluorescence polarization; inhibition, % at 5.9 µM; AID 2177;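 active = inhibition above the screen-wide mean plus 3 SD, limit set per campaign, cut at about 26% in these data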;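 note: 0% = LYPLA2 with DMSO and 100% = wells lacking LYPLA2 enzyme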
# Target sequence (O95372 whole entry, looked up): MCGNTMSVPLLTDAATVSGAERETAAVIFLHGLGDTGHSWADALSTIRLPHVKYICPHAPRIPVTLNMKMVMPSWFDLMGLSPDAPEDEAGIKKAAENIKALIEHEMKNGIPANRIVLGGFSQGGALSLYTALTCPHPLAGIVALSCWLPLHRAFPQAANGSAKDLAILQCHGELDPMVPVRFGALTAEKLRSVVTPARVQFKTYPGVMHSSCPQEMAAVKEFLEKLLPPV
# PAFAH2 FP inh: PAFAH2 (human) inhibition. recombinant PAFAH2, FP-rhodamine activity probe, fluorescence polarization. 0.99% of 340,000 active. inhibition, % at 3.39 µM;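 active = inhibition above the mean over all tested compounds plus 3 SD, cut at about 30% in these data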;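 note: inhibitors block probe labeling of enzyme so polarization drops; 0% = enzyme with DMSO and 100% = wells lacking PAFAH2 protein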
# PAD4 inh: inhibitors of human PAD4. Q9UM07. recombinant PAD4, RCA probe fluorescence polarization. inhibition, % at 6.36 µM. 0.41% of 330,000 active. AID 485272;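 active = percent inhibition above a cutoff equal to the mean of all tested compounds plus 3 SD, cut at about 15% in these data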;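 note: 0% = PAD4 with RCA probe and DMSO and 100% = probe without PAD4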
# EBNA-1 inhibitor: blocks EBNA-1 binding to DNA. inhibition, % at 14.8 µM. EBNA-1 DNA binding, fluorescence polarization. 0.34% of 300,000 active; in the data active = inhibition above about 28%
# GSTO1 inh: counter-screen for RBBP9 inhibitors: inhibitors of human GSTO1; P78417; recombinant GSTO1, activity-based probe fluorescence polarization; inhibition, % at 5.96 µM; 1.1% of 300,000 active; AID 1974;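 active = inhibition above the campaign mean inhibition plus 3 SD, cut at about 35% in these data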;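 note: 0% = GSTO1-1 with DMSO and 100% = wells lacking GSTO1-1 enzyme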
# Target sequence (P78417 whole entry, looked up): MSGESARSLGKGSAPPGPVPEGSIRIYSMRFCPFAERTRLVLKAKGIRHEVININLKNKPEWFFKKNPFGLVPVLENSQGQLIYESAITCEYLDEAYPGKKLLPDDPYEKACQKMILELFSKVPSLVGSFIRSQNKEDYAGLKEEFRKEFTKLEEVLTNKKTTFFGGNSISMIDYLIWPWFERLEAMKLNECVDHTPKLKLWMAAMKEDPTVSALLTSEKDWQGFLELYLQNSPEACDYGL
# LYPLA1 counter: blocks human lysophospholipase 1, a PME1 counter-screen | AID 2174 | 0.16% of 320,000 active | inhibition, % at 5.9 µM | recombinant LYPLA1, FP-Rh probe fluorescence polarization | O75608;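 active = inhibition above the mean of all tested compounds plus 3 SD, set per campaign, cut at about 14% in these data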;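 note: inhibitors block serine hydrolase probe labeling of LYPLA1 so polarization falls; 0% = enzyme with DMSO and 100% = wells lacking LYPLA1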
# ZTA DNA inh: blocks Epstein-Barr virus ZTA, an EBNA-1 counter-screen | 0.15% of 320,000 active | P03206 | ZTA-DNA binding, fluorescence polarization | AID 2234 | inhibition, % at 11 µM; in the data active = inhibition above about 33%
# Target sequence (P03206 whole entry, looked up): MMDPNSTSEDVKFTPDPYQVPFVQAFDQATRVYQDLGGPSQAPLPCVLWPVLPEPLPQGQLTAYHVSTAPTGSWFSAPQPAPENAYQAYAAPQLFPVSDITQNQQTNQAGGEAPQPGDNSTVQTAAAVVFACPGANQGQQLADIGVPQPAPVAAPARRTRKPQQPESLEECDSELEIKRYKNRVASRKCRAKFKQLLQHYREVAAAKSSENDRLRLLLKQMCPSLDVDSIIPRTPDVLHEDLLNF
# PAFAH1B3 inh: inhibitors of human PAFAH1B3; 0.28% of 340,000 active; inhibition, % at 3.39 µM; recombinant PAFAH1B3, FP-rhodamine probe, fluorescence polarization;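 active = inhibition above the screen-wide average of all tested compounds plus 3 SD, cut at about 25% in these data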;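 note: 0% = enzyme with DMSO only and 100% = wells lacking PAFAH1B3 protein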
# Target sequence (Q15102 whole entry, looked up): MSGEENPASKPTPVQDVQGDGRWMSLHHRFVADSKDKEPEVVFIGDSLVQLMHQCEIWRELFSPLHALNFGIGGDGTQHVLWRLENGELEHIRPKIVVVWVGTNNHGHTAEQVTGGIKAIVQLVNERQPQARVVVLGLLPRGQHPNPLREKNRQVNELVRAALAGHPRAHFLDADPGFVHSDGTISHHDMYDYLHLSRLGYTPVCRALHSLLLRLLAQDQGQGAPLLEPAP
# Active calls of the source: *; nt = no result given. An excerpt; the hit share may differ from the screen's.
SMILES,PREPL inhibitor,LYPLA2 counter,PAFAH2 FP inh,PAD4 inh,EBNA-1 inhibitor,GSTO1 inh,LYPLA1 counter,ZTA DNA inh,PAFAH1B3 inh
Cc1cc(=O)oc2c(C)c(OC(C)C(=O)NCC(O)c3ccccc3)ccc12 (stereo not drawn),-11,-1,3,0,2,3,2,0,11
CSc1ncccc1C(=O)OCC(=O)Nc1cccc(S(=O)(=O)N2CCOCC2)c1,8,nt,17,4,nt,nt,nt,nt,9
CCOC(=O)c1c(CN2CCN(Cc3ccccc3)CC2)n(C)c2cc(Br)c(OC)cc12,-2,-2,-10,-1,0,4,2,15,5
CC(C)C[C@H](NC(=O)c1nc[nH]c1C(=O)N1CCNCC1)C(=O)OC(C)(C)C,12,8,2,2,9,7,4,-4,10
CN(CC(=O)NCCc1ccccc1)S(=O)(=O)c1cccc2nsnc12,-2,-5,2,2,3,3,-3,18,5
O=C(COC(=O)CNS(=O)(=O)c1ccc(Br)cc1Cl)NCCc1ccccc1,1,10,-8,2,-8,28,4,-1,4
Cc1ccc(N=Nc2c(N)nn3c(C)cc(C)nc23)cc1,25,-11,1,-4,-8,1,-1,-7,7
COC(=O)c1onc(-c2ccccc2)c1C(=O)OC,-8,0,-6,-2,-2,-6,3,1,-5
Cc1nc(SCc2nc3ccccc3[nH]2)c2oc3ccc(Br)cc3c2n1,-1,nt,-6,0,nt,nt,nt,nt,2
CCOc1ccc(NC(=S)N2CCC(NC(=O)c3ccco3)CC2)cc1,2,6,-7,-8,1,0,2,-9,2
O=C(c1ccco1)N1CCN(S(=O)(=O)/C=C/c2ccccc2)CC1,-18,-1,-1,-2,-5,-4,3,1,12
Cc1cc(C)nc(Sc2ccc(/C=C(\C#N)C(=O)Nc3ccccc3)o2)n1,-3,-10,-12,-6,2,12,-5,-5,-1
Cc1c(O)ccc(C(=O)CN2CCN(c3ccccc3F)CC2)c1O,6,9,-5,-5,2,-4,0,4,-3
Cc1ccc(CN2CCN(/N=C\c3cccc([N+](=O)[O-])c3)CC2)cc1,35,28*,-1,-3,-7,0,17*,-6,-1
Cc1ccc2c(c1)N(CC(=O)NCCc1ccc(Cl)cc1)C(=O)c1cccnc1O2,12,3,2,-1,7,6,0,-11,4
C=C(C)Cn1c(C)cc(C)c(S(=O)(=O)c2ccc(C)cc2)c1=O,4,-2,-5,0,3,4,-3,-12,6
COc1ccccc1N1CCN(C(c2cccs2)C(C)NS(=O)(=O)c2ccccc2)CC1 (stereo not drawn),-7,5,7,-2,-1,-3,2,-11,-3
COc1cc(C(O)P(=O)(OC2CCCCC2)c2ccc(N(C)C)cc2)cc(OC)c1OC (stereo not drawn),8,-2,4,-6,7,-4,-1,-4,0
Cc1ccc(-n2c3nc(=O)[nH]c(=O)c-3cc3c(C)nn(-c4ccccc4)c32)c(C)c1,8,1,2,-2,8,0,-1,-3,9
O=c1[nH]c(CN2CCN(Cc3ccccc3)CC2)nc2scc(-c3ccccc3)c12,2,-11,-5,-3,7,-7,-9,6,0
Cc1ccc(C(=O)N2C(=O)c3cccc(N)c3C2=O)o1,2,-6,-3,-1,-4,20,-5,-14,-3
CCOC(=O)CN(C(=O)CSc1nnc(CNc2ccc(F)cc2)n1C)c1ccccc1,6,4,-1,-3,-4,2,2,3,4
O=C1OC(N2CCN(C/C=C/c3ccccc3)CC2)c2ccccc21 (stereo not drawn),6,1,-4,0,-2,-3,0,6,10
Cc1ccc(C)c(NC(=O)CSc2nnc(Cc3cccn3C)n2-c2ccc(F)cc2)c1,3,-2,7,2,6,-2,1,6,0
Cc1c(NC(=O)COC(=O)c2c3c(nc4ccccc24)CCCC3)c(=O)n(-c2ccccc2)n1C,8,6,4,0,8,5,5,-6,4
# Next part:
SMILES,PREPL inhibitor,LYPLA2 counter,PAFAH2 FP inh,PAD4 inh,EBNA-1 inhibitor,GSTO1 inh,LYPLA1 counter,ZTA DNA inh,PAFAH1B3 inh
CON/C=C(\C=Nc1ccc(Cl)cc1)c1ncc(C(F)(F)F)cc1Cl,-2,-3,-8,-1,6,2,-2,-10,2
Cc1ccc(C2=NCN(c3ccc(C(=O)O)cc3)C(=S)N2)cc1,2,2,nt,-3,10,-1,0,20,nt
Cc1ccc(C)c(C(=O)C(C)OC(=O)c2cccn2C)c1 (stereo not drawn),5,-4,1,-5,7,4,0,5,7
COc1ccc(OC)c(CN2CCN(c3ccccc3OC)CC2)c1,-2,8,-2,-1,4,-1,4,13,5
O=c1[nH]c2cc3c(cc2cc1CN(Cc1ccc2c(c1)OCO2)Cc1nnnn1CC1CCCO1)OCO3 (stereo not drawn),11,-5,2,-12,-2,26,-4,1,3
Cc1cccc(C)c1NC(=O)NC1(C(=O)NCC2CCCO2)CCCCC1 (stereo not drawn),9,-3,9,-3,-19,3,2,-9,2
O=C(O)CCCn1cc(NC(=O)c2c(F)cccc2F)cn1,-6,0,-1,-2,-13,1,1,9,0
N=c1c2c(n(Cc3cccc(Cl)c3)c3c1CCC3)CCCC2,30,-3,4,5,-2,4,4,3,10
CN1C(=O)C(C)(C)c2cc(S(=O)(=O)NCc3ccc(Cl)cc3)ccc21,7,2,6,0,-6,4,3,-13,10
CCOc1cc(N2CCOCC2)c(OCC)cc1NC(=O)CC12CC3CC(CC(C3)C1)C2,10,3,7,0,-1,-1,-1,-4,-2
Cc1ccc(/C=N/NC(=O)c2cccs2)o1,-1,4,0,1,7,0,0,3,-2
O=C(Nc1nc(-c2ccccc2)cs1)c1cccc([N+](=O)[O-])c1C(=O)O,-3,2,-1,3,6,-6,-3,-25,9
CCC(=O)c1cc2c(C)cc(=O)oc2c(C)c1O,21,0,-1,1,-4,-2,-2,-4,3
COc1ccccc1NC(=O)C(=O)N(c1cccnc1)C(C(=O)NC(C)(C)C)c1ccccc1 (stereo not drawn),6,-1,3,-2,9,2,1,10,14
COc1ccc(CCNC(=O)c2cc(C3CC3)nc3c2cnn3C(C)C)cc1OC,0,1,-1,1,nt,nt,-2,6,2
CNc1snc(C)c1C(=O)OCC(=O)c1cc(F)ccc1OC,-3,0,-2,2,nt,nt,1,-2,7
Cc1ccc(/C(N)=N/OC(=O)C(C)c2ccc([N+](=O)[O-])cc2)cc1 (stereo not drawn),4,1,-8,0,-5,2,-1,-9,7
Cc1ccc(C(=O)Nc2ccon2)cc1S(=O)(=O)N1CCCCCC1,4,2,4,-3,1,-1,-1,3,6
COc1cc(CN2CC(=O)N(c3ccc(C)c(C)c3)C2=S)cc(OC)c1OC,0,5,-4,-4,9,0,-1,-3,0
CCCCn1c(=O)[nH]c(=O)c2c1nc(-c1ccc(-c3ccccc3)cc1)n2C,7,-1,3,-2,-3,-6,0,-7,4
CC(=O)N1CCc2cc(Br)cc(S(=O)(=O)CCC(=O)N3CCN(c4ccccn4)CC3)c21,19,2,7,0,-1,16,-2,-11,-2
CC(C)CC(NS(=O)(=O)c1ccc2c(c1)oc(=O)n2C)C(=O)NC1CCCc2ccccc21 (stereo not drawn),7,-3,3,-1,-3,3,0,6,-2
Cc1nc(NS(=O)(=O)c2ccccc2)sc1C(=O)N/N=C/c1ccccc1,10,3,4,-6,-3,9,4,5,7
O=C(Cn1cnc2ccccc2c1=O)Nc1nnc(C2CC2)s1,8,-1,2,-11,-16,-3,-3,-8,2
Cc1csc(NC(CO)c2nc3ccccc3n2CCOCCO)n1 (stereo not drawn),-7,4,5,-1,3,0,2,18,2
# The results go on:
SMILES,PREPL inhibitor,LYPLA2 counter,PAFAH2 FP inh,PAD4 inh,EBNA-1 inhibitor,GSTO1 inh,LYPLA1 counter,ZTA DNA inh,PAFAH1B3 inh
NC(=O)c1cc([N+](=O)[O-])ccc1NCc1cccc2ccccc12,28,12,-6,0,4,3,0,-23,3
O=C(COC(=O)c1cccc(F)c1)Nc1ccc2c(c1)OCCO2,0,0,31*,-4,nt,nt,-3,3,3
COc1ccc(S(=O)(=O)N(C)c2ccc(OCC(=O)Nc3cc(C)on3)cc2)cc1,6,1,1,0,-6,3,1,-18,3
COCCNC(=S)N/N=C/c1ccc2c(c1)OCCO2,0,-1,-1,-1,1,9,0,-5,-3
COc1ccc(Oc2nc3c(C)cccn3c(=O)c2/C=C(\C#N)C(N)=O)cc1,16,-1,9,-6,-6,12,-4,0,5
COc1ccc2c(Cl)c(-c3nnc(SCC(N)=O)n3C)sc2c1,6,1,-3,-2,0,2,-1,-2,8
Cc1cc(C)nc(NC(=O)c2c(C(=O)O)noc2C)n1,2,1,3,2,10,0,3,13,-1
O=C(O)c1ccc(Cl)c(S(=O)(=O)Nc2ccc(S(=O)(=O)Nc3cccc(Cl)c3)cc2)c1,-8,-8,-9,-3,-6,-4,-11,5,6
O=C(Nc1nc2ccccc2[nH]1)c1ccc(OC(F)F)cc1,0,1,5,-4,6,2,-1,-2,11
COc1ccc(C(=O)NNC(=O)CCC(=O)Nc2cc(C)on2)cc1,4,7,1,0,-6,7,2,-5,3

# Ordered by formula weight (low to high): some entries from above
SMILES,PREPL inhibitor,LYPLA2 counter,PAFAH2 FP inh,PAD4 inh,EBNA-1 inhibitor,GSTO1 inh,LYPLA1 counter,ZTA DNA inh,PAFAH1B3 inh
Cc1cc(C)nc(NC(=O)c2c(C(=O)O)noc2C)n1,2,1,3,2,10,0,3,13,-1
COCCNC(=S)N/N=C/c1ccc2c(c1)OCCO2,0,-1,-1,-1,1,9,0,-5,-3
O=C(Nc1nc2ccccc2[nH]1)c1ccc(OC(F)F)cc1,0,1,5,-4,6,2,-1,-2,11
NC(=O)c1cc([N+](=O)[O-])ccc1NCc1cccc2ccccc12,28,12,-6,0,4,3,0,-23,3
Cc1ccc(/C(N)=N/OC(=O)C(C)c2ccc([N+](=O)[O-])cc2)cc1 (stereo not drawn),4,1,-8,0,-5,2,-1,-9,7
COc1ccc(C(=O)NNC(=O)CCC(=O)Nc2cc(C)on2)cc1,4,7,1,0,-6,7,2,-5,3
Cc1csc(NC(CO)c2nc3ccccc3n2CCOCCO)n1 (stereo not drawn),-7,4,5,-1,3,0,2,18,2
Cc1ccc(C(=O)Nc2ccon2)cc1S(=O)(=O)N1CCCCCC1,4,2,4,-3,1,-1,-1,3,6
COc1ccc2c(Cl)c(-c3nnc(SCC(N)=O)n3C)sc2c1,6,1,-3,-2,0,2,-1,-2,8
CCCCn1c(=O)[nH]c(=O)c2c1nc(-c1ccc(-c3ccccc3)cc1)n2C,7,-1,3,-2,-3,-6,0,-7,4
COc1ccc(Oc2nc3c(C)cccn3c(=O)c2/C=C(\C#N)C(N)=O)cc1,16,-1,9,-6,-6,12,-4,0,5
Cc1nc(NS(=O)(=O)c2ccccc2)sc1C(=O)N/N=C/c1ccccc1,10,3,4,-6,-3,9,4,5,7
COc1cc(CN2CC(=O)N(c3ccc(C)c(C)c3)C2=S)cc(OC)c1OC,0,5,-4,-4,9,0,-1,-3,0
CC(C)CC(NS(=O)(=O)c1ccc2c(c1)oc(=O)n2C)C(=O)NC1CCCc2ccccc21 (stereo not drawn),7,-3,3,-1,-3,3,0,6,-2
O=C(O)c1ccc(Cl)c(S(=O)(=O)Nc2ccc(S(=O)(=O)Nc3cccc(Cl)c3)cc2)c1,-8,-8,-9,-3,-6,-4,-11,5,6
CC(=O)N1CCc2cc(Br)cc(S(=O)(=O)CCC(=O)N3CCN(c4ccccn4)CC3)c21,19,2,7,0,-1,16,-2,-11,-2
